From PubChem
HADH2 inhib – qHTS Assay for Inhibitors of HADH2 (Hydroxyacyl-Coenzyme A Dehydrogenase, Type II); recombinant HADH2, NADH fluorescence, beta-hydroxybutyryl-CoA; Potency, µM (doses to about 57.1 µM), for inactives: at the top dose activity change, negative = inhibition, most hits filed as inhibitors; 3-hydroxyacyl-CoA dehydrogenase type-2 (Homo sapiens), Q99714; hit rate 3.4% among 73,000; note: potency is the fitted concentration of half-maximal effect; % is set by controls: 0 for no effect and ±100 for the full control effect; nearly all actives have a fitted effect of over 60% in size; many of its hits are not listed in these tables
Target sequence (Q99714 whole entry, looked up, one chain of several): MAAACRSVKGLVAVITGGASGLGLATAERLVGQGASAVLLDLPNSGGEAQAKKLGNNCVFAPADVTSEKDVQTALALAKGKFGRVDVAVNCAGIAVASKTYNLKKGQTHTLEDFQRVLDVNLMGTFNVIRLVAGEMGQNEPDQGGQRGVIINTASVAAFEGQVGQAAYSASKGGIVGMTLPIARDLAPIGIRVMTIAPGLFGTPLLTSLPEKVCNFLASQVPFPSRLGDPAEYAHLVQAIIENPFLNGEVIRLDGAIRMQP
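His-tagged recombinant enzyme from E. coli, 20 nM, preincubated 15 min RT with compound; reaction started with 1 mM NAD+ and 90 uM beta-hydroxybutyryl-CoA in 100 mM Tris-HCl pH 9.0. NADH fluorescence (ex 360/em 450) read over 4 min; last-minus-first difference.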
Pol III holo inh – qHTS Assay for Inhibitors of DNA Polymerase III Holoenzyme System | Potency, µM (titrated, usually from 57.1 µM), for the others: at the highest dose activity change, negative = inhibition | hit rate 0.25% among 71,000 | reconstituted DNA polymerase III holoenzyme replication, biochemical; note: potency is the fitted concentration of half-maximal effect; % is set by controls: 0 for no effect and ±100 for the full control effect
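Reconstituted *E. coli* holoenzyme (0.35 nM Pol III, 1 nM beta, 154 nM SSB, 2 nM primase) was preincubated with compound for 15 min at RT. Synthesis on 1.4 nM ssM13Gori ran 35 min, then was stopped with PicoGreen/EDTA and read as dsDNA fluorescence.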
4MU fluor – qHTS Assay for Spectroscopic Profiling in 4-MU Spectral Region | AID 589, 2007 | compound autofluorescence, 340/450 nm, 4-MU equivalents; active compounds read high | max dye-equivalent concentration, M | hit rate 11% among 59,000; in the data active = max dye-equivalent concentration above about 10 nM; inconclusive = mostly about 1.1 nM to 9.6 nM
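Compounds in 100 mM Tris, pH 8.0, sat 15 min at room temperature before fluorescence was read at 340 nm excitation/450 nm emission; a per-plate six-point 4-MU standard curve converted signals to dye-equivalent concentration at each compound concentration.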
HBB splice mod – qHTS Assay for Modulators of Hemoglobin Beta Chain Splicing. Potency, µM (series often up to 46.1 µM), for inactives: at the top dose activation, usual class: activators. hit rate 0.06% among 65,000. HBB splicing reporter cell assay, activation; EGFP reporter with mutant IVS2-654 intron; response scale: normalised to 500 nM splice-correcting PNA; note: potency is the fitted concentration of half-maximal effect; 0% is about no effect
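HeLa cells stably expressing EGFP interrupted by mutant beta-globin intron 2 (IVS2-654), 500/well in 2% FCS. Treated with compound for 2 days at 37C. Splicing correction scored as total well GFP intensity (488 nm excitation, 500-520 nm emission); 500 nM antisense PNA served as control.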
GFP derepression – qHTS Assay for Epigenetic Modulators | mouse C127i GFP locus derepression, cytometry, 30 h | hit rate 0.09% among 68,000 | Potency, µM (series often up to 46.1 µM), for inactives: at the highest dose GFP derepression (activation); note: % of control where 0% means no effect
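Locus derepression in mouse mammary C127i cells whose integrated CMV-GFP reporter is normally silent; GFP expression after 30 h compound treatment was quantified by counting fluorescent cells.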
UbGFP stabilizer – Ubiquitin-GFP Assay; AID 526, 2006; Ubiquitin-GFP reporter cells, proteasome inhibition, GFP fluorescence; response scale: untreated = 0%, 10 µM MG-132 = 100%; 67,000 tested, under 10 active; Potency, µM (titrated, usually from 45.9 µM), for the others: at the highest dose activation (GFP accumulation), usual class: activators; active = well fitted activation curve with a large enough effect, not every such curve was filed as active; inconclusive = small, poorly fitted or top-dose-only effect, or another doubt; inactive = no such curve, though single readings can be large or run the other way; note: potency is the fitted concentration of half-maximal effect
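U2OS cells expressing ubiquitin(G76V)-GFP, seeded overnight in 0.5% FBS medium, then treated 4 hr at 37 C across 46 uM to 2.9 nM. GFP-positive cells counted by laser cytometry (488 ex/515 em); %activity scaled between basal and 10 uM MG-132.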
Rhodamine fluor – qHTS Assay for Spectroscopic Profiling in Rhodamine Spectral Region; Rhodamine-region fluorescence, 547/598 nm, Tris buffer; active compounds read high; max dye-equivalent concentration, M; hit rate 0.05% among 59,000; AID 594, 2007; in the data active = max dye-equivalent concentration above about 11 nM; inconclusive = between about 1.1 nM and that limit
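Intensities are converted to rhodamine-equivalent concentration using a six-point rhodamine standard on each plate. Compounds sit 15 min at room temperature in 100 mM Tris buffer, pH 8.0; read uses the 547/598 nm excitation/emission pair.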
Fluorescein fluor – qHTS Assay for Spectroscopic Profiling in Fluorescein Spectral Region | Compound autofluorescence, 480/540 nm, fluorescein-equivalent; active compounds read high | max fluorescein-equivalent concentration, M | hit rate 0.91% among 59,000 | AID 593, 2007; in the data active = max fluorescein-equivalent concentration above about 10 nM; inconclusive = between about 1.1 nM and that limit
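Each compound is tested across a concentration series in 100 mM Tris buffer at pH 8.0. After 15 min at room temperature, plates are imaged with 480 nm excitation and 540 nm emission filters, and intensities are converted to fluorescein-equivalent values.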
Hsp90 Hop PPI – qHTS Assay for Disrupters of an Hsp90 Co-Chaperone Interaction. Potency, µM (series often up to 57 µM), for inactives: at the top dose activity change, negative = inhibition. Hsp90 C-terminal peptide / TPR2A (Hop) interaction, human. AID 595, 2007. AlphaScreen TPR2A-His6 binding biotin-Hsp90 C-terminal peptide. hit rate 0.44% among 71,000; active = well fitted curve in either direction with a large enough effect; inconclusive = small, poorly fitted or top-dose-only effect, or another doubt; note: potency is the fitted concentration of half-maximal effect; % is set by controls: 0 for no effect and ±100 for the full control effect; many of its hits are not listed in these tables
15-hLO inh – qHTS Assay for Inhibitors of 15-hLO (15-human lipoxygenase) | Polyunsaturated fatty acid lipoxygenase ALOX15 (Homo sapiens), P16050 | purified 15hLO-1, xylenol orange hydroperoxide absorbance | Potency, µM (top dose mostly 57.1 µM), for inactives: at the top dose activity change, negative = inhibition, hits mostly inhibitors | hit rate 1.4% among 74,000 | AID 887, 2007; note: potency is the fitted concentration of half-maximal effect; % is set by controls: 0 for no effect and ±100 for the full control effect; nearly all actives have a fitted effect of over 55% in size
Target sequence (P16050 whole entry, looked up): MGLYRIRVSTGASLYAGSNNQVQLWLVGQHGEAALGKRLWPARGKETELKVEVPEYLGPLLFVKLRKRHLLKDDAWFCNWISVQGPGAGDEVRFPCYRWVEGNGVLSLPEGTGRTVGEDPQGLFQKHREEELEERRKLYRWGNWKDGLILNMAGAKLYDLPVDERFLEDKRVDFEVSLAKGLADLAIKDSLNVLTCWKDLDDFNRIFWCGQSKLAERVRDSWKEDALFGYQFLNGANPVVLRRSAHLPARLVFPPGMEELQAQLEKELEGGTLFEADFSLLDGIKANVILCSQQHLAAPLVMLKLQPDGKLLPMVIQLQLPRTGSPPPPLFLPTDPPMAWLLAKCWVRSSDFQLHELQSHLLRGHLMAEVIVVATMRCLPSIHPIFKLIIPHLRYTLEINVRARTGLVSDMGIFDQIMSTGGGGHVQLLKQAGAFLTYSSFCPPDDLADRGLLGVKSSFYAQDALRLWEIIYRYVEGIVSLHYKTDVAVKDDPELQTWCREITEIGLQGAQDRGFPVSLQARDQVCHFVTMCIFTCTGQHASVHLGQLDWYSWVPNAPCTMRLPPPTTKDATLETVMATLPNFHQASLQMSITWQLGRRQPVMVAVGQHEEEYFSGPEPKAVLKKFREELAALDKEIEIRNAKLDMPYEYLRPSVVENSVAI
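Hydroperoxide formed from arachidonic acid (50 uM) by purified human 15hLO-1 (40 nM) oxidizes ferrous iron, and the ferric-xylenol orange complex is read at 573 versus 405 nm. Compounds were preincubated 15 min; reaction ran 6 min at room temperature.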
Texas Red fluor – qHTS Assay for Spectroscopic Profiling in Texas Red Spectral Region; Compound fluorescence, Texas Red channel, 547/618 nm; active compounds read high; hit rate 0.06% among 59,000; AID 587, 2007; max dye-equivalent concentration, M; in the data active = max dye-equivalent concentration above about 10 nM; inconclusive = between about 1.1 nM and that limit
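Compound titrations in 100 mM Tris pH 8.0 were incubated 15 min at room temperature and read at 547 nm excitation / 618 nm emission. Texas Red six-point standard curve on each plate converted fluorescence to dye-equivalent concentration.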
* hit, by the source's call; i = inactive; ? = inconclusive; nt = not tested or not shown; [ ] = another dose, or the depositor's remark. Unless noted, calls come from the whole dose curve; as a rule, active = well fitted curve in the direction sought with a large enough effect; inconclusive = small, poorly fitted or top-dose-only effect, or another doubt; inactive = no such curve, though single readings can be large; an effect the other way counts as inactive or inconclusive.

SMILES	HADH2 inhib	Pol III holo inh	4MU fluor	HBB splice mod	GFP derepression	UbGFP stabilizer	Rhodamine fluor	Fluorescein fluor	Hsp90 Hop PPI	15-hLO inh	Texas Red fluor
N#CCCn1c(=O)c(-c2cccs2)nc2cnc(Oc3cccc(Cl)c3)nc21	67%[activator]	-2%	5.9e-08M*	6.8%	21%[9.22 µM]	-3%	i	?	-3%	-21%	i
CCn1c(=O)cc(SCC(=O)Nc2ccc3c(c2)OCCO3)c2ccccc21	-13%	4%	i	-2.7%	0%	5%	i	i	-4%	-4%	i
COC(=O)c1c(-c2ccco2)csc1NC(=O)C1CC=CCC1C(=O)O (stereo unspecified)	?	-4%	i	1.5%	1%	5%	i	?	0%	-6%	i
CC(=O)OC(Cn1nc(C)cc1C)c1ccccc1 (stereo unspecified)	1%	-2%	i	-7.4%[0.369 µM]	2%	-5%	i	i	-1%	3%	i
CS(=O)(=O)N(CC(=O)NCCSCc1cccc(Cl)c1)c1ccc2c(c1)OCO2	15%	-1%	i	-0.2%	2%	-7%	i	i	-2%	-4%	i
CC1CCCN(c2nc3c(c(=O)n(C)c(=O)n3C)n2Cc2ccccc2)C1 (stereo unspecified)	-1%	0%	i	nt	3%	2%	i	i	-7%	-9%	i
Cc1onc(-c2ccccc2)c1C(=O)Nc1ccccc1C#N	0%	-2%	nt	-1.4%	2%	-6%	nt	nt	6%	6%	nt
CCOC(=O)c1nnn(-c2nonc2N)c1-c1cccs1	-3%	-1%	i	1.2%	0%	0%	i	i	0%	5%	i
Cc1nc(SC(C)C)[nH]c(=O)c1Cc1ccccc1	-6%	-4%	nt	-3.0%	7%	0%	nt	nt	0%	2%	nt
O=C(NCCc1ccncc1)Nc1ccccc1	-10%	3%	i	8.7%	0%	-1%	i	i	0%	5%	i
CC(C)OC(=O)CSc1nc2cccnc2n1C1CCCCC1	?	-2%	i	-2.5%	-2%	-3%	i	?	9%	-17%	?
CCN(CCNC(=O)CN1CCN(Cc2ccc(Cl)cc2)C1=O)c1ccccc1	8%	2%	i	-4.2%	0%	1%	i	i	-10%	10%	i

Entries of single compounds from above. Order of screens: HADH2 inhib | Pol III holo inh | 4MU fluor | HBB splice mod | GFP derepression | UbGFP stabilizer | Rhodamine fluor | Fluorescein fluor | Hsp90 Hop PPI | 15-hLO inh | Texas Red fluor
`CC(C)OC(=O)CSc1nc2cccnc2n1C1CCCCC1` as listed: ? | -2% | i | -2.5% | -2% | -3% | i | ? | 9% | -17% | ?
`Cc1onc(-c2ccccc2)c1C(=O)Nc1ccccc1C#N` as listed: 0% | -2% | nt | -1.4% | 2% | -6% | nt | nt | 6% | 6% | nt

(further entries)
SMILES	HADH2 inhib	Pol III holo inh	4MU fluor	HBB splice mod	GFP derepression	UbGFP stabilizer	Rhodamine fluor	Fluorescein fluor	Hsp90 Hop PPI	15-hLO inh	Texas Red fluor
FC(F)(F)c1cc(NC(=S)N2c3ccccc3-n3cccc3[C@H]2c2cccnc2)cc(C(F)(F)F)c1	-7%[11.4 µM]	-4%[11.4 µM]	1.6e-07M*	0.2%[9.22 µM]	-2%[9.22 µM]	4%[9.17 µM]	i	?	5%[11 µM]	-20%[11.4 µM]	i
O=C1Nc2ccccc2OC1CC(=O)N1CCOCC1 (stereo unspecified)	8%	-1%	nt	1.0%	nt	11%	nt	nt	-4%[2.3 µM]	19%	nt
O=C(NCc1cccs1)C1CCC(CNS(=O)(=O)c2cccs2)CC1 (stereo unspecified)	1%	3%	i	-0.6%	6%	-1%	i	?	-7%	-3%	i
CCN1CCn2c1nc(N1CCCCC1)nc2=O	3%	-7%	i	-1.7%	-2%	-2%	i	?	-1%	14%	i
O=C(CN(C1CCCCC1)S(=O)(=O)c1ccc(F)cc1)NCCCO	5%	-4%	nt	1.8%	2%	-8%	nt	nt	?	5%	nt
CC1(C)CC(=O)C(Sc2nnc(-c3ccc(NS(C)(=O)=O)cc3)n2Cc2ccco2)C(=O)C1	?	4%	i	-0.3%	1%	0%	i	?	0%	4%	i
C[C@H](O)[C@H](O)[C@@H]1CNc2nc(N)[nH]c(=O)c2N1	?	-4%	1.6e-06M*	0.9%	-2%	-3%	i	?	-9%	25%	i
COc1ccc(S(=O)(=O)Nc2cc(C(=O)NCCC(C)C)ccc2N2CCOCC2)cc1	11%	-8%	i	0.6%[57.5 µM]	0%	1%	i	i	1%	-7%	i
Cc1ccccc1CN1C(=O)CSc2ccc(C(=O)N3CCOCC3)cc21	-1%	-6%	i	-1.0%	0%	18%	i	i	2%	-1%	?
COc1cccc(NC(=O)CSc2nnc(-c3cc(C)n(-c4ccccc4)c3C)o2)c1	17%	9%	i	-1.4%	2%	-5%	i	i	-9%	-26%	i
Cc1nc(=O)c(-c2ccccc2)c(C)n1-c1ccc(C(=O)O)cc1	5%[11.4 µM]	-2%[11.4 µM]	nt	-3.3%[0.0738 µM]	1%	3%[9.17 µM]	nt	nt	-5%[11 µM]	-6%[11.4 µM]	nt
Cc1nn(C)cc1CNC(=O)c1cnn2c1NC(c1ccc(Br)cc1)CC2C(F)(F)F (stereo unspecified)	20%	-5%	i	nt	4%	8%	i	i	?	-1%	i
Cn1c(=O)c2c(ncn2CC(O)CO)n(C)c1=O (stereo unspecified)	nt	nt	i	nt	0%[20.6 µM]	nt	i	?	nt	-6%	i
COc1ccc(C2CC(c3ccc(F)cc3)Nc3nc(N)nn32)cc1 (stereo unspecified)	5%	-2%	nt	3.1%	nt	1%	nt	nt	-6%[2.3 µM]	5%	nt
O=C(Cn1cc2c(n1)CCCCC2)N1CCc2ccccc21	5%	4%	nt	0.5%	-3%	18%	nt	nt	2%	3%	nt
O=C(NCCn1ccc2ccccc21)c1ccc(S(=O)(=O)N2CCOCC2)cc1	-5%	-3%	nt	-1.3%	nt	12%	nt	nt	-1%	-1%	nt
O=C(Cc1coc2ccc3ccccc3c12)N1CCCC1	4%	-3%	i	-0.3%	4%	8%	i	i	-3%	-1%	i
CCOC(=O)c1cn(CC)c2ccc(Br)cc2c1=O	13%	-5%	i	-0.7%[57.5 µM]	-1%	-1%	i	?	1%	4%	i
Cc1cccc(-c2nnc3n2N=C(c2ccccc2Br)CS3)c1	-4%	-5%	i	5.2%[0.369 µM]	5%	-2%	i	?	-5%	-13%	i
COCC(=O)N1CCC2(CC1)CN(c1ccncc1)C2	6%	-2%	i	2.9%	-2%[9.22 µM]	1%	i	?	3%	-5%	i
CC(C)Cc1cc(-c2ccco2)c(C#N)c(N)n1	?	0%	nt	0.4%[9.22 µM]	-2%	10%	nt	nt	1%	1%	nt
Cc1noc(/C=C/N(C)C)c1S(=O)(=O)N1CCCC(C(=O)NCc2ccco2)C1 (stereo unspecified)	-20%	4%	nt	-0.6%	0%	8%	nt	nt	-14%	0%	nt
N#Cc1cccc(C(c2nnnn2CCc2ccccc2)N2CCN(C3CCCCC3)CC2)c1 (stereo unspecified)	5%	-2%	i	nt	-1%	-5%	i	i	-1%	10%	i
CCSC1=C(C#N)C(c2ccccc2Cl)CC(=O)N1 (stereo unspecified)	-1%	-3%	nt	-4.7%	-6%	6%	nt	nt	2%	?	nt
COc1ccc(-n2c(=O)cnc3cnc(N(C)C)nc32)cc1	-8%	-10%	?	-0.9%	2%[9.22 µM]	?	i	i	-1%	2%	i
CC(C(=O)NC(=O)NC1CCCCC1)N1CCN(c2ccccn2)CC1 (stereo unspecified)	14%	3%	i	-0.2%[57.5 µM]	-1%	3%	i	i	-3%	4%	i
CCOC(=O)N1CCN(c2c(NCCc3ccc(OC)c(OC)c3)c(=O)c2=O)CC1	1%	-1%	nt	0.0%	nt	-6%	nt	nt	-2%[2.3 µM]	9%	nt

Look-ups from the entries so far:
`CCSC1=C(C#N)C(c2ccccc2Cl)CC(=O)N1` (stereo unspecified) in UbGFP stabilizer → 6%
`Cn1c(=O)c2c(ncn2CC(O)CO)n(C)c1=O` (stereo unspecified) in GFP derepression → 0%[20.6 µM]
`Cc1noc(/C=C/N(C)C)c1S(=O)(=O)N1CCCC(C(=O)NCc2ccco2)C1` (stereo unspecified) in Pol III holo inh → 4%
`CC(C)Cc1cc(-c2ccco2)c(C#N)c(N)n1` in GFP derepression → -2%
`COCC(=O)N1CCC2(CC1)CN(c1ccncc1)C2` in 15-hLO inh → -5%

The list is partial; the hit share may differ from the screen's.
